Avidin bead fluor: compound fluoresces at 488/530 nm on avidin beads; fluorescence (KMESF) at 10 µM; 220,000 compounds, 0.38% hits; compound fluorescence 488/530 nm, flow cytometry; active compounds read high; in the data active = fluorescence above about 47; also: inactives centre near 10
Mcl1 Noxa PPI: Mcl-1/Noxa interaction inhibition; Q07820; TR-FRET Mcl-1/Noxa peptide binding, 2 h; inhibition, % at 21.7 µM; 220,000 compounds, 1.5% hits; AID 1022;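 active = compounds that cut the protein-peptide binding signal by more than 50% relative to plate controls in a single-dose test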;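 also: His-tagged Mcl-1 with rhodamine Noxa BH3 peptide and terbium anti-His antibody; 0% = Mcl-1 plus Noxa peptide wells and 100% = peptide-only wells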
Cdc42 wt: modulators (inhibitors or activators) of GTP binding to human Cdc42 wildtype; GST-Cdc42 beads, Bodipy-GTP binding, flow cytometry; actives lie on both sides; percent activity (GTP binding), % at 10 µM; 190,000 compounds, 0.2% hits;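 active = percent activity GTP binding at least 20 points away from the 100% baseline, either down as inhibitor or up as activator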;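 also: median bead fluorescence of bound Bodipy-FL-GTP at 100 nM; 0% = excess unlabeled GTP control and 100% = no compound control; below 100% means less GTP binding so inhibitor and above means activator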
Target sequence (P60953 whole entry, looked up): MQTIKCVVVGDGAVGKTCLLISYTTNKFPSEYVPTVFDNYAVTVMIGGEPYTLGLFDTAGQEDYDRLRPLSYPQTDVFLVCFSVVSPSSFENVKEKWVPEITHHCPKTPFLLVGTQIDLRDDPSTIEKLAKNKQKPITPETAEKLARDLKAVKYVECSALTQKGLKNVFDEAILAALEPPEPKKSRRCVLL
Pf gametocyte: kills late stage P. falciparum gametocytes; P. falciparum stage V gametocytes, ATP luminescence, 24 h; inhibition, % at 10.9 µM; 150,000 compounds, 0.065% hits;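 active = inhibition above the mean plus 3 SD of compounds within the control limits, set per campaign, cut at about 38% in these data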;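 also: 0% = DMSO wells and 100% = medium only without gametocytes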
Rac1 act GTP bind: human Rac1 activated mutant GTP binding change; GST-Rac1 activated beads, fluorescent GTP binding, flow cytometry; actives lie on both sides; 100% means binding = to untreated wells; percent activity (GTP binding), % at 10 µM; P63000; 190,000 compounds, 0.11% hits; AID 764;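 active = GTP binding at least 20 percentage points away from the 100% baseline, in either direction, so actives lie on both sides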
ABCB1 block: human ABCB1 inhibition, ABCG2 as counter-screen; inhibition, % at 6.6 µM; 190,000 compounds, 0.067% hits; CCRF-Adr cells, JC-1 efflux, flow cytometry; P08183; AID 1326; in the data active = inhibition above about 40%;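 also: 0% = vehicle and 100% = reference inhibitor; higher value means more JC-1 retained so stronger ABCB1 efflux block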
ABCG2 inh: inhibitors of human ABCG2 transporter, ABCB1 counter-screen; Q9UNQ0; inhibition, % at 6.6 µM; IgMXP3 cells, JC-1 efflux, flow cytometry; 190,000 compounds, 0.1% hits;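 active = inhibition above 80%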;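 also: 0% = DMSO and 100% = nicardipine control wells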
Target sequence (Q9UNQ0 whole entry, looked up): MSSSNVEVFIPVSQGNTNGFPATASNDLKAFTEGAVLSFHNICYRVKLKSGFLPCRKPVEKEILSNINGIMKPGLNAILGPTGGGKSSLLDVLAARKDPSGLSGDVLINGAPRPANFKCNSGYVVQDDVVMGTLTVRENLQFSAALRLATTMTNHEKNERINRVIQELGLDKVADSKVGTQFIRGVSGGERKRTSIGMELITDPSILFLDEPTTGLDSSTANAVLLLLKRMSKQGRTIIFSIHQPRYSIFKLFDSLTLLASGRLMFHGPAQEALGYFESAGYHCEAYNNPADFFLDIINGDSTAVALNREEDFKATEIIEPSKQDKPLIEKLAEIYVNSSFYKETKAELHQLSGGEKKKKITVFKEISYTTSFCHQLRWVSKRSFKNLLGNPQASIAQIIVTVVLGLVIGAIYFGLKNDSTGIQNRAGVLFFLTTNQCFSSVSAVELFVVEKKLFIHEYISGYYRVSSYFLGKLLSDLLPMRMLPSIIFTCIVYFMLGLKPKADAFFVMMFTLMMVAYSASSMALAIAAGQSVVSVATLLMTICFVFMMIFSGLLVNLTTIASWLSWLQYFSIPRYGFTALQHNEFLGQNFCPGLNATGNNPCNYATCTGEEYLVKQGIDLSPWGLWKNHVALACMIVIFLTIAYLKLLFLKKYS
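Test system: IgMXP3 cells (ABCG2) mixed with DDAO far-red-labelled CCRF-Adr cells (ABCB1). Reagent: JC-1 transporter substrate. Compound dosing: single test compound dose, 6.6 µM final. Times: 10 min compound exposure, 25 °C. Detection: flow cytometry of retained JC-1 fluorescence. Read-out basis: efflux inhibition in percent versus controls. Controls: nicardipine and DMSO wells.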
HRas wt GTP bind: modulators of GTP binding to human HRas wildtype | GTP binding activity, % at 10 µM | P01112 | GST-Ras wt beads, Bodipy-FL-GTP binding, flow cytometry; actives lie on both sides | 190,000 compounds, 0.14% hits;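 active = GTP binding activity at least 20% away from the 100% baseline, either lowered as inhibitor or raised as activator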;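 also: 0% = unlabeled GTP competition control and 100% = no-compound control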
Rac1 wt modul: human Rac1 wildtype GTP binding, inhibitors and activators | GST-Rac1 beads, fluorescent GTP binding, flow cytometry; actives lie on both sides; 0 = cold GTP competed, 100 = untreated | GTP binding activity (% of control), % at 10 µM | 190,000 compounds, 0.27% hits;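 active = GTP binding activity at least 20 points away from the 100% control level, either lower or higher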
Rab7 wt GTP bind: dog Rab7 wildtype GTP binding, inhibitors and activators. 190,000 compounds, 0.055% hits. AID 758. GST-Rab7 beads, fluorescent GTP binding, flow cytometry; actives lie on both sides; untreated = 100%, excess cold GTP = 0%. GTP binding activity (percent of control), % at 10 µM;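 active = fluorescent GTP binding to Rab7 beads changed by at least 20 points from the 100% baseline, either direction, mostly lower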;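 also: median green fluorescence of bound Bodipy-FL-GTP per Rab7 bead population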
Rab2A wt mod: changes GTP binding to wildtype dog Rab2A, up or down; AID 760; 190,000 compounds, 0.19% hits; GST-Rab2 wt beads, Bodipy-GTP binding, flow cytometry; GTP binding activity, % at 10 µM; P61105;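 active = GTP binding activity at least 20 points away from 100%, either lowered or raised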;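 also: 0% = beads with excess unlabeled GTP and 100% = no-compound control corrected for plate trend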
Starred values were filed as active, the others as inactive; nt = no result given; [ ] = remark or other dose. Hits appear at their usual frequency (roughly 2.3% active in at least one column).

no.	structure	Avidin bead fluor	Mcl1 Noxa PPI	Cdc42 wt	Pf gametocyte	Rac1 act GTP bind	ABCB1 block	ABCG2 inh	HRas wt GTP bind	Rac1 wt modul	Rab7 wt GTP bind	Rab2A wt mod
1	COC(=O)C(NC(=O)c1ccc(F)cc1)(Nc1nc(C)cs1)C(F)(F)F (stereo unspecified)	9	7	104	nt	102	0.0	0	101	107	100	99
2	Cn1cc(C(=O)N2CCc3ccccc3C2)c(=O)c2cc(S(=O)(=O)N3CCCCC3)ccc21	11	7	110	nt	103	-2.0	-10	111	121*[activator]	104	111
3	CCc1cccc(C)c1NC(=S)NCC(c1cccnc1)N1CCOCC1 (stereo unspecified)	14	4	97	nt	97	0.4	10	98	102	102	98
4	Cc1cc(C(=O)NCc2ccc(S(N)(=O)=O)cc2)cs1	11	-5	105	nt	101	0.1	1	101	107	100	103
5	C/C(=N\Nc1nc(-c2ccccc2)cs1)c1cccs1	13	17	99	-4	98	0.2	5	100	104	99	100
6	O=C(O)Cc1cn(-c2ccccc2)nc1-c1ccccc1	9	3	93	31	91	-0.4	-2	93	94	106	96
7	COC(=O)c1ccc(C2/C(=C(/O)c3ccc(OC)cc3)C(=O)C(=O)N2CC2CCCO2)cc1 (stereo unspecified)	12	4	102	nt	98	0.1	0	100	99	98	100
8	CC(=O)C1(C)OC(N)=C(C#N)C(c2ccccc2)C1(C#N)C#N (stereo unspecified)	6	16	105	-22	103	0.2	3	104	110	102	102
9	N#CCCN(C(=O)CN1C(=O)NC2(CCCC2)C1=O)c1ccccc1F	10	6	102	nt	97	2.2	6	100	101	96	101
10	CCOc1ccc(Cl)cc1/C=N/NC(=O)c1ccccc1	5	4	101	1	100	1.5	19	101	102	100	98
11	CC1=CC(C)(C)[N+](C)=CN1c1ccccc1	3	2	99	-1	98	0.1	0	105	105	105	102
12	O=C(Nc1ccc(-c2nc3cc(NC(=O)c4cccs4)ccc3o2)cc1)c1cccs1	17	2	104	3	102	-0.1	0	103	103	109	105
13	CCCc1cc(=O)n2c(nc3ccccc32)[nH]1	9	2	103	3	102	0.0	1	102	106	100	102
14	COC(=O)c1cc(COc2ccc3c4c(c(=O)oc3c2)CCC4)c(C)o1	13	7	107	nt	100	2.1	20	104	104	102	104
15	Cc1cc(C)c2cc(C#N)c(NCCOC(=O)c3ccccc3C)nc2c1	15	-13	100	nt	100	0.5	4	97	102	94	99
16	O=C(NCc1cccnc1)C(=O)NCC1OCCCN1S(=O)(=O)c1ccccc1 (stereo unspecified)	4	3	105	-41	99	0.3	0	99	102	100	98
17	COc1ccc2ccccc2c1/C=N/NC(=S)Nc1cc(S(=O)(=O)N2CCOCC2)ccc1N1CCOCC1	14	0	108	7	101	0.3	-1	103	106	97	100
18	COC(=O)c1ccccc1NC(=O)n1cc(C)cn1	16	-2	102	4	100	0.4	3	102	102	97	101
19	Cc1nc2ccc(NC(=O)N(C(C)C)C(C)C)cc2s1	82*	12	104	-9	100	-3.6	-9	99	103	98	99
20	CCOc1ccc(N2C(=O)CC(Sc3nc(C)cc(C)n3)C2=O)cc1 (stereo unspecified)	6	25	100	4	97	0.3	4	95	100	94	98
21	COc1ccc(CC(=O)N2CCN(C(=O)Cc3ccc(OC)cc3)CC2)cc1	9	-8	96	nt	97	1.2	3	96	94	98	95
22	O=C(N/N=C/c1ccc(OCC(=O)N2CCOCC2)cc1)c1ccccc1Cl	10	10	99	6	98	1.1	10	100	103	97	99
23	CCOc1ccc(NC(=O)CSc2ccccc2N)cc1	9	12	100	-10	96	0.6	3	99	99	105	98
24	CCCCCCCSc1nnc(-c2ccccc2N)c(=O)[nH]1	20	5	85	17	86	-0.2	1	94	89	98	87
25	CCn1nnc(-c2ccccc2NC(=O)c2ccc(-n3cnnn3)cc2)n1	13	-13	101	nt	99	0.8	3	100	107	100	101

no.	structure	Avidin bead fluor	Mcl1 Noxa PPI	Cdc42 wt	Pf gametocyte	Rac1 act GTP bind	ABCB1 block	ABCG2 inh	HRas wt GTP bind	Rac1 wt modul	Rab7 wt GTP bind	Rab2A wt mod
26	OC(C#CCN1CCCC1)(c1ccccc1)c1cccc(F)c1 (stereo unspecified)	3	4	103	-1	102	0.5	3	104	106	108	103
27	CC1(C)CC(=O)C(C=NCC2CCN(C(=O)Nc3ccc(Cl)c(Cl)c3)CC2)=C(O)C1	12	-5	100	nt	98	2.3	26	101	103	98	100
28	Cc1ccc(NC(=O)NC2=NN(c3ccccc3)C(=O)/C2=C2/CCCN2C)cc1	9	2	96	-9	96	-0.2	-1	99	98	102	96
29	CCC(=O)Nc1cc(-c2nn3c(C)nnc3s2)ccc1C	11	11	106	nt	99	0.8	4	104	107	106	105
30	CCc1ccccc1NC(=S)N(Cc1ccc(C(=O)O)cc1)Cc1ccc(OC)c(OC)c1	7	18	99	-1	96	0.1	-1	97	101	101	96
31	CC1=C(C(N)=O)C(c2cccs2)NC(=S)N1 (stereo unspecified)	10	-9	95	12	97	2.1	1	99	102	104	102
32	CCC(C)Sc1nnc(CSc2nc(C)cc(C)n2)n1C (stereo unspecified)	8	5	100	-19	98	0.0	2	98	98	101	100
33	Cc1cc(NC(=O)CCC(=O)N(CC(=O)NC2CCCC2)Cc2ccc3c(c2)OCO3)no1	10	9	95	-3	96	1.1	5	98	105	97	99
34	NC(=O)CSCc1cccc(Br)c1	24	9	106	7	102	1.2	5	101	106	99	102
35	CCCOC(=O)C1=C(C)NC2=C(C(=O)CCC2)C1c1ccc(N(C)C)cc1 (stereo unspecified)	7	17	100	-4	100	0.1	0	100	105	100	100
36	CCc1nc2ccc(C(=O)Nc3ccc4c(c3)OCO4)cc2nc1CC	7	2	89	26	92	-2.8	5	95	95	94	92
37	CCN(C(=O)c1sc(N)c(C#N)c1C)C1CCCCC1	11	3	101	nt	99	0.7	3	102	105	100	101
38	COc1c([N+](=O)[O-])c(=O)oc2ccccc12	11	21	101	-7	97	0.2	7	99	102	97	97
39	Cc1ccc(N2C(=O)N(CC(=O)N3CCOCC3)C(=O)C2C)cc1 (stereo unspecified)	10	-5	102	7	98	0.1	28	98	103	95	99
40	CCCS(=O)(=O)N1CCCC(C(=O)NCCCOCC)C1 (stereo unspecified)	17	10	100	nt	98	0.5	3	99	98	97	98
41	CCOC(=O)c1c(-c2ccccc2)csc1NC(=O)c1cc(S(=O)(=O)N2CCOCC2)ccc1C	8	-55	102	7	101	1.3	5	99	102	98	102
42	CCOC(=O)Cc1c[nH]c2ccccc12	22	2	99	-19	96	0.0	0	98	101	95	95
43	CCOC(=O)CCc1c(C)nc2cc(C3CCCN(C(=O)OC(C)(C)C)C3)[nH]n2c1=O (stereo unspecified)	22	1	99	9	93	0.3	1	99	99	94	91
44	Cc1ccc(-n2c(=O)c3c(n4cnnc24)-c2ccccc2CC32CCCCC2)cc1	8	12	96	-1	100	3.6	9	97	99	97	96
45	O=C(O)c1ccc(CSCc2c(F)cccc2Cl)o1	20	2	99	-27	99	1.5	19	97	105	98	98
46	COc1ccc(-c2cn3cc(Cl)ccc3n2)cc1OC	8	12	100	-2	96	1.5	7	100	97	101	97
47	CSc1ncccc1C(=O)OCc1ccccc1	11	-9	103	nt	104	0.1	2	105	109	102	103
48	CCC(C)NS(=O)(=O)c1ccc(S(=O)(=O)N(CCc2ccc(OC)c(OC)c2)Cc2cccs2)cc1 (stereo unspecified)	12	4	99	nt	99	14	17	97	102	99	95
49	Cc1cccnc1NC1(C(F)(F)F)N=C(c2ccccc2)NC1=O (stereo unspecified)	21	2	105	nt	103	0.1	0	102	109	101	103
50	CCCC(=O)N(c1ccc(C(=O)O)cc1)c1nc(-c2ccccc2)c(C)s1	8	20	91	nt	90	-0.5	3	94	94	101	94
51	Cc1ccc2cc(CN(C)S(C)(=O)=O)c(=O)[nH]c2c1	25	-4	95	-3	95	0.3	2	98	99	106	98
52	S=C(Nc1ccccc1)N1CCCCC1	5	15	106	-5	101	0.3	1	102	104	101	104
53	CCCC(=O)Nc1c2c(nn1-c1ccc(OC)cc1)CS(=O)C2 (stereo unspecified)	6	9	106	-14	100	0.3	1	105	107	104	107

Some of these compounds in order of the Rab2A wt mod value, ascending.
nr | smiles | Avidin bead fluor | Mcl1 Noxa PPI | Cdc42 wt | Rac1 act GTP bind | HRas wt GTP bind | Rac1 wt modul | Rab7 wt GTP bind | Rab2A wt mod
36 | CCc1nc2ccc(C(=O)Nc3ccc4c(c3)OCO4)cc2nc1CC | 7 | 2 | 89 | 92 | 95 | 95 | 94 | 92
42 | CCOC(=O)Cc1c[nH]c2ccccc12 | 22 | 2 | 99 | 96 | 98 | 101 | 95 | 95
18 | COC(=O)c1ccccc1NC(=O)n1cc(C)cn1 | 16 | -2 | 102 | 100 | 102 | 102 | 97 | 101
